Screens from PubChem.
ELG1 repair inh = blocks ELG1-dependent DNA repair in HEK293T cells; HEK293T ELG1-luciferase reporter, luminescence, 16 h; DNA damage induced by 5-fluorouridine; Potency, µM (highest dose often 46.1 µM), inactives show top-dose activity change, negative = inhibition, actives largely listed as inhibitors; actives 2.3% (n = 330,000); note: potency is the fitted concentration of half-maximal effect; % is set by controls: 0 for no effect and ±100 for the full control effect; nearly all actives have a fitted effect of over 55% in size
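DMSO vehicle served as the neutral condition. Each well held 2,000 cells given 5-fluorouridine plus compound; after 16 hr at 37 °C/5% CO2, ONE-Glo was added and luciferase measured 30 min later.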
TRPV1 agonist = agonists of human vanilloid receptor 1 (TRPV1) | TRPV1-expressing cells, Fluo-8 calcium influx, agonist mode | AID 540275 | activation, % at 8.33 µM | Q8NER1 | actives 0.19% (n = 320,000); in the data active = activation above about 80%; inconclusive = between about 30% and that limit; note: 0% is about no effect
Target sequence (Q8NER1 whole entry, looked up): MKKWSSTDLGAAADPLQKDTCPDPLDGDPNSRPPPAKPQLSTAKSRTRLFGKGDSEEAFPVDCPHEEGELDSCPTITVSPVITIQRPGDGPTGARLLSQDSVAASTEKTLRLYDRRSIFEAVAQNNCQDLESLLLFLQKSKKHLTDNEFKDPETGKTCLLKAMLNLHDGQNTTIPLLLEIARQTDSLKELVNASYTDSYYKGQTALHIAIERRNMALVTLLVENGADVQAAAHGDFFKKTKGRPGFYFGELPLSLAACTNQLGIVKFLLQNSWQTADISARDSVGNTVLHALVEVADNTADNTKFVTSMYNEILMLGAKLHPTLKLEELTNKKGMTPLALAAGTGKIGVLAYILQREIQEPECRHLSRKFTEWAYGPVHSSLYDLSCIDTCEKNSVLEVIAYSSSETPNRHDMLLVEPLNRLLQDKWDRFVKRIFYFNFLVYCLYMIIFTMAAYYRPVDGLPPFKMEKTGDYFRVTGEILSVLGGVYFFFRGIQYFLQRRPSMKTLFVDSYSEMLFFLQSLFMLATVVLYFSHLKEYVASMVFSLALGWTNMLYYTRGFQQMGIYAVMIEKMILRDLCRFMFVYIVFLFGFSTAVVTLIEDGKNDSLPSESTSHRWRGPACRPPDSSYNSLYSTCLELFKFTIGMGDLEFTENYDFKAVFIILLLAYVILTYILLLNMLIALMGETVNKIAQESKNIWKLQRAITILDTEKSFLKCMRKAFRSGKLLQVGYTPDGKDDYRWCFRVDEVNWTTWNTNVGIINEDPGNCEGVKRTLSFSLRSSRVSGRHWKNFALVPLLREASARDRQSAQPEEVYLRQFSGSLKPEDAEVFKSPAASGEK
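Fluo-8 calcium influx in TRPV1-expressing cells, kinetic read (ex 480/em 520 nm). Compound added and read 3 min for agonist activity, followed by capsaicin at EC20 final and 2 min further read for enhancement.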
MLL CXXC-DNA inh = blocks binding of human MLL CXXC domain to DNA; AID 2662; Potency, µM (series often up to 115 µM), without a hit: at the top dose activity change, negative = inhibition, most hits filed as inhibitors; actives 0.037% (n = 290,000); MLL-CXXC / FITC-HOXA9 DNA fluorescence polarization; active = well fitted inhibition curve with a large enough effect in the polarisation, with a control signal flat, not every such curve was filed as active; inconclusive = small, poorly fitted or top-dose-only effect, or effect the other way, or a change in a side signal; inactive = no such curve, though single readings can be large or run the other way; the % refers to the polarisation; note: potency is the fitted concentration of half-maximal effect
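Purified MLL-CXXC (added from a 7 uM solution) was preincubated 5 min at ambient with pinned compounds in 50 mM Tris-HCl pH 7.5, 50 mM NaCl, 1 mM DTT, 0.05% BSA. Fluorescein-labeled HOX-A9 DNA (50 nM solution) followed, 30 min, then polarization read.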
TCR activator = activators of T cell receptors | AID 504894 | 330,000 tested, under 10 active | primary human leukocytes, anti-CD3, IL-2 HTRF, 48 h | Potency, µM (doses to about 9.22 µM), for inactives: top-dose activation of IL-2 secretion, most hits filed as activators; note: % of control where 0% means no effect
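Human primary leukocytes + a-CD3 beads + cpd, 48 hr; IL-2 in supernatant by HTRF (ex 320nm / em 665nm). No co-stimulatory signal supplied.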
a7 integrin act = activates integrin-mediated alleviation for muscular dystrophy; AID 624291; actives 0.064% (n = 350,000); alpha7betagal myoblasts, beta-gal FDG fluorescence, 48 h; Potency, µM (doses to about 38.3 µM), without a hit: top-dose activation, most hits filed as activators;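 note: potency is the fitted concentration of half-maximal effect; 100% = response of the positive control SU9516; nearly all actives have a fitted effect of over 60% in size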
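alpha7betagal+/- myoblasts (passage 13, 250/well) treated 48 h at 37C with compounds at 1:260 dilution of DMSO stock. Lysed, then beta-galactosidase activity read as FDG fluorescence (ex 480/em 540) after 30 min, with pre-read for autofluorescence.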
p53 reactivator = mutant p53 re-activation in reporter cells; H1299 p53-A138V BP100-luciferase reporter, luminescence, 24 h; Potency, µM (doses to about 92.2 µM), for inactives: top-dose activity change, positive = activation, most hits filed as activators; actives 0.063% (n = 320,000); note: potency is the fitted concentration of half-maximal effect; % of control where 0% means no effect; nearly all actives have a fitted effect of over 45% in size
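p53-null H1299 cells stably carrying temperature-sensitive p53-A138V and a BP100-luciferase reporter were pinned with compounds (4-point, 1:5 series) and held 24 hrs at 37 deg C. Luminescence was read 10 min after detection reagent.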
TSG101-PTAP inh = blocks PTAP/TSG101 interaction to inhibit HIV-1 budding. Fluorescence polarization, FITC-PTAP peptide / Tsg101 binding. Potency, µM (series often up to 115 µM), for inactives: at the top dose activity change, negative = inhibition, most hits filed as inhibitors. 340,000 tested, under 10 active; active = well fitted inhibition curve with a large enough effect in the main read-out, with a control signal flat, not every such curve was filed as active; inconclusive = small, poorly fitted or top-dose-only effect, or effect the other way, or a change in a side signal; inactive = no such curve, though single readings can be large or run the other way; note: potency is the fitted concentration of half-maximal effect; % of control where 0% means no effect
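Compounds were pin-transferred onto Tsg101 binding domain (10 uM final) in HEPES pH 7.5 buffer, then FITC-PTAP peptide was added at 50 nM final. After 20 min at RT, polarization reported peptide displacement across a qHTS concentration series.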
B2AR arrestin = beta2AR (human) beta-arrestin recruitment activity. P07550. beta-arrestin recruitment to beta2AR, cell-based reporter. Potency, µM (titrated, usually from 46.1 µM), without a hit: at the highest dose activation, hits mostly activators. actives 0.02% (n = 330,000);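 note: potency is the fitted concentration of half-maximal effect; 0% = DMSO controls and full agonism = EC100 isoproterenol or metaproterenol; nearly all actives have a fitted effect of over 65% in size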
AT treatment = candidate therapy for ataxia-telangiectasia; […] A-T fibroblasts, KAP-1 phosphorylation AlphaLISA; neocarzinostatin DNA damage 30 min before lysis; Potency, µM (highest dose often 57.5 µM), without a hit: top-dose activation, usual class: activators; actives 0.19% (n = 320,000); note: potency is the fitted concentration of half-maximal effect; % of control where 0% means no effect; nearly all actives have a fitted effect of over 45% in size
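ATM-like activity read as KAP-1 phosphorylation via AlphaLISA donor/acceptor antibody pairs after lysis and 6 hr at 25C. Cells were ATM-null patient fibroblasts ([…], hTERT), dosed 60 min, then exposed to the DSB inducer NCS for 30 min.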
BRCA1 expr act = activators of BRCA1 expression. Potency, µM (titrated, usually from 46.1 µM), without a hit: at the top dose activation, actives largely listed as activators. actives 1.1% (n = 380,000). AID 624202. MCF7-BRCA1-FFLuc reporter, luminescence, 48 h; response scale: scaled: vehicle 0%, 10 µM genistein 100%; note: potency is the fitted concentration of half-maximal effect; nearly all actives have a fitted effect of over 80% in size; some results filed as inactive show a strong effect at the top dose
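Cells: MCF7-BRCA1-FFLuc, 2000/well. Exposure: 48 h, 37 °C, 5% CO2. Read: luminescence, 15 min post-substrate. Controls: genistein 10 microM (maximal activation), DMSO (neutral).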
An asterisk follows results filed as active; ? = inconclusive; . = no result given; [ ] = remark or other dose. Unless noted, calls come from the whole dose curve; as a rule, active = well fitted curve in the direction sought with a large enough effect; inconclusive = small, poorly fitted or top-dose-only effect, or another doubt; inactive = no such curve, though single readings can be large; an effect the other way counts as inactive or inconclusive. This is a random part of the collection; overall some 3.8% were active at least once.

Results follow in this order: MLL CXXC-DNA inh	BRCA1 expr act	a7 integrin act	B2AR arrestin	TSG101-PTAP inh	TRPV1 agonist	p53 reactivator	ELG1 repair inh	AT treatment	TCR activator
> O=C(O)c1ccc(Cl)c(S(=O)(=O)N2CCCC2)c1
    3.0%	5.2%	-5.2%	-0.2%	-3.4%	1.4	-1.9%	-0.8%	-11.5%	-2.0%
> Cc1cc(NCCO)c2ccccc2n1
    4.6%	15.9%	-11.5%	-0.5%	-4.1%	-0.2	-6.8%	-9.4%	-3.8%	1.3%
> CCC(C)NC(=O)COC(=O)c1ccc(Cl)cc1O (stereo not given)
    3.4%	-9.7%	5.5%	-0.7%	0.7%	1.4	-1.4%	2.0%	20.8%	-1.0%
> COc1ccc(OC)c(NC(=O)CCCCCn2nnc3ccccc3c2=O)c1
    6.1%	-9.3%	2.4%	0.4%	-6.8%	-2.7	-4.2%	-24.4%	-6.5%	-9.2%
> COc1ccc(NS(=O)(=O)c2ccc3oc(SC(C)C(N)=O)nc3c2)cc1 (stereo not given)
    7.7%	-35.1%	-13.5%	0.0%	-3.1%	-2.4	-0.9%	-4.2%	4.9%	0.6%
> COCCOC(=O)c1c(C)oc2ccc(OCC=C(C)C)cc12
    -1.5%	-1.5%	-20.4%	0.3%	-8.5%	0.1	1.2%	-16.7%	14.3%	-1.8%
> Cn1c(CCC(=O)Nc2cc(S(C)(=O)=O)ccc2Cl)nc2cc(S(=O)(=O)N3CCOCC3)ccc21
    .	3.4%	-12.0%	-0.1%	-3.6%	-2.4	2.3%	?	-13.8%	3.7%
> O=C(COC(=O)CCSc1ccc(Cl)cc1)NCc1ccco1
    1.0%	2.1%	-5.9%	3.7%	-2.8%	?	14.8%	1.6%	3.2%	3.1%
> CCOc1ccc(S(=O)(=O)N2CCC(C(=O)NCC3CCCO3)CC2)cc1Cl (stereo not given)
    -3.8%	-12.9%	15.2%	-0.2%	-4.4%	0.4	-7.6%	-12.2%	0.0%	1.3%
> Oc1ccc(/C=N/Nc2ccc(C(F)(F)F)cn2)c(O)c1
    2.5%	.	.	-0.8%	.	3.2	11.2µM*	?	-11.4%	.
> COc1ccccc1NCCC(=O)OCC(=O)NC1CCCCCC1
    0.8%	-19.5%	-6.3%	-1.8%	-3.7%	8.0	-2.7%	2.4%	6.5%	-2.4%[46.1 µM]
> COc1ccc(NS(=O)(=O)c2cccc(C(=O)NNC(=O)c3cc(S(N)(=O)=O)ccc3OC)c2)cc1
    .	12.6%	36.4%	0.2%	-8.7%	-3.8	-7.0%	6.9%	-13.5%	0.3%
> CCOC(=O)C1CCN(CC(C)(C)NS(=O)(=O)c2ccc(C)cc2)CC1
    -12.5%	0.2%	-10.2%	-0.3%	-6.6%	-0.1	-4.4%	?	0.9%	1.3%
> O=C(c1cc(-c2ccco2)nc2ccccc12)N1CCN(Cc2ccccc2)CC1
    .	54.1%	14.0%	-0.2%	0.5%	24.4	0.6%	?	6.8%	3.6%
> Oc1c(Br)cc(/C=N/Nc2ccc(Cl)nn2)cc1Br
    0.0%	-44.7%	-8.1%	0.5%	-2.6%	16.3	2.4%	-9.6%	7.4%	2.0%
> O=C(N1CCN(c2ccccc2)CC1)C12CC3CC(CC(C3)C1)C2
    -3.3%	-17.0%	24.2%	-0.3%	-2.0%	?	-1.9%	0.0%	17.6%	1.1%
> CC(Oc1ccccc1)C(=O)NNC(=O)c1ccccn1 (stereo not given)
    18.6%	-81.5%	-24.8%	-0.6%	0.3%	-0.2	26.3%	20.0%	4.2%	-0.3%[46.1 µM]
> CC(=O)Oc1ccccc1/C=C/c1nc2ccccc2c(=O)o1
    -6.3%	-60.2%[inhibitor]	-24.9%	-0.1%	-0.3%	-5.4	-9.3%	-15.1%	1.5%	1.3%
> COc1ccc(S(=O)(=O)N2CCCCCC2)cc1NC(=O)Cc1ccccc1F
    -7.6%	-21.9%	28.8%	-0.3%	-2.7%	12.6	-1.9%	?	-19.2%	-3.4%
> CCOC(=O)C[C@H]1c2ccccc2S(=O)(=O)N1c1ccccc1
    .	0.0%	-14.4%	.	0.3%	.	.	.	.	-4.9%
> Cc1ccc(-c2cc(C(=O)Nc3nccs3)c3ccccc3n2)o1
    10.5%	-9.6%	6.1%	0.3%	-4.0%	14.2	0.2%	-19.4%	-3.3%	-1.7%
> N#Cc1c(NC(=O)c2ccncc2)sc2c1CCC2
    1.7%	-0.6%	9.8%	0.1%	-9.5%	12.7	17.9%	33.8%	-12.5%	-5.8%
> O=C(Nc1c2c(nn1-c1ccc(F)cc1)CS(=O)C2)c1ccc2c(c1)OCO2 (stereo not given)
    10.4%	-0.3%	2.5%	-0.9%	-7.1%	-2.3	17.7%	?	12.4%	14.6%
> Cc1cc(Cl)ccc1OCC(=O)N1C(C)CCCC1C (stereo not given)
    -6.6%	18.2%	-1.6%	0.1%	-4.0%	-0.3	19.7%	21.6%	-0.6%	-7.6%
> COc1cccc(-c2c(C#N)c(N)nc3c2c(C)nn3-c2ccccc2)c1O
    -3.2%	-57.5%	13.5%	0.7%	-1.3%	3.7	-3.3%	?	-9.2%	-3.5%
> Cc1ccccc1OCC(=O)Nc1cccc(Cl)c1C
    -6.0%	-18.2%	22.0%	-0.9%	-0.7%	7.5	-2.0%	20.7%	-1.2%	.
> CC(=O)c1cc(C#N)c(SCc2ccc(F)cc2)nc1C
    -4.2%	?	15.8%	0.4%	3.0%	8.2	5.3%	?	-1.0%	-10.8%
> CCOc1ccccc1NC(=O)CN1CCC(NC(=O)Nc2ccccc2)CC1
    -0.8%	-52.4%	-3.9%	-0.6%	-6.3%	?	12.8%	-26.5%	4.7%	1.6%
> CCCN1CCC(Oc2cccc(C(=O)NCCc3ccccc3)c2)CC1
    -5.1%	2.3%	-37.1%	-0.4%	-3.7%	1.6	-12.2%	?	-4.7%	-17.7%
> CCOC(=O)C1CCN(C(=O)CN2C(=O)C(C(C)C)Oc3ccccc32)CC1 (stereo not given)
    2.4%	-14.8%	-32.5%	-0.1%	-2.6%	8.4	6.9%	11.6%	3.5%	1.3%
> O=C(CCSCc1ccc(Cl)cc1)NC1CCCC1
    -3.6%	-10.2%	-6.6%	0.1%	0.4%	?	0.4%	12.3%	5.6%	6.1%[46.1 µM]
> CC1(C)C[C@@H](O)[C@]2(C)CC[C@]3(C)C(=CCC4[C@@]5(C)CC[C@H](O)[C@](C)(CO)C5CC[C@]43C)[C@@H]2C1 (stereo not given in full)
    .	1.3%	19.6%	0.0%	-6.0%	.	-4.7%	7.2%	-1.1%	10.0%
> N=c1c2ccccc2nc2n1CCCCCCCCCCC2
    .	0.0%	-60.4%[inhibitor]	.	-6.3%	.	.	.	.	-0.2%
> CN(/N=C/c1cc(Cl)cc(Cl)c1O)c1c(Cl)cccc1[N+](=O)[O-]
    7.2%	-61.1%	-14.9%	-0.5%	-3.3%	-2.9	-1.9%	-0.7%	-2.3%	-2.8%
> CN(CC(=O)Nc1nc2ccccc2s1)S(=O)(=O)c1ccccc1
    7.3%	59.2%	-7.5%	-0.8%	-2.4%	21.9	5.0%	?	-4.2%	0.4%
> CC(C)SCCCCOc1ccc2ccccc2c1
    1.5%	8.91µM*	-14.8%	-0.3%	-0.5%	-3.3	?	?	11.9%	-2.6%
> CCC(=Nc1ccccc1O)C1=C(O)CC(c2ccccc2)CC1=O (stereo not given)
    -1.3%	-61.4%	-67.9%[inhibitor]	-0.7%	-1.1%	8.4	13.4%	?	13.9%	5.8%
> COc1ccc(-c2c(C)oc3c(CN4CCN(C)CC4)c(O)ccc3c2=O)cc1
    -5.4%	15.8%	10.9%	-0.4%	0.4%	-2.6	-0.7%	8.8%	10.6%	-4.3%
> CC(C)(C)OC(=O)[C@H](CCCCN)NC(=O)c1[nH]cnc1C(=O)N[C@@H](Cc1ccccc1)C(=O)OCc1ccccc1
    .	0.4%	-5.2%	-0.2%	0.0%	.	-2.4%	0.0%	5.1%	0.5%
> COc1ccc(CNc2cccc(C)n2)c(O)c1
    19.4%	-21.0%	31.2%	0.3%	-3.1%	4.2	.	-2.9%	5.3%	-12.0%
> CCn1ncc(Cl)c1C(=O)Nc1cc(Cl)ccc1Cl
    -1.7%	-7.5%	-12.3%[7.66 µM]	.	-11.2%	10.5	.	.	.	-1.3%
> O=C(NCCN1CCN(c2cccc(Cl)c2)CC1)c1ccc(CSc2nc3ccncc3[nH]2)cc1
    -8.8%	-58.2%	-43.8%	0.3%	-6.5%	0.3	3.9%	?	-1.1%	-2.2%
